ALOX12 inh – ALOX12 (human) lipoxygenase inhibition; Potency, µM (series often up to 108 µM), without a hit: top-dose activity change, negative = inhibition, usual class: inhibitors; hit rate 1.1% among 580,000; purified 12hLO, xylenol orange hydroperoxide absorbance; active = well fitted inhibition curve with a large enough effect; inconclusive = small, poorly fitted or top-dose-only effect, or another doubt; inactive = no such curve, though single readings can be large or run the other way
Target sequence (P18054 whole entry, looked up): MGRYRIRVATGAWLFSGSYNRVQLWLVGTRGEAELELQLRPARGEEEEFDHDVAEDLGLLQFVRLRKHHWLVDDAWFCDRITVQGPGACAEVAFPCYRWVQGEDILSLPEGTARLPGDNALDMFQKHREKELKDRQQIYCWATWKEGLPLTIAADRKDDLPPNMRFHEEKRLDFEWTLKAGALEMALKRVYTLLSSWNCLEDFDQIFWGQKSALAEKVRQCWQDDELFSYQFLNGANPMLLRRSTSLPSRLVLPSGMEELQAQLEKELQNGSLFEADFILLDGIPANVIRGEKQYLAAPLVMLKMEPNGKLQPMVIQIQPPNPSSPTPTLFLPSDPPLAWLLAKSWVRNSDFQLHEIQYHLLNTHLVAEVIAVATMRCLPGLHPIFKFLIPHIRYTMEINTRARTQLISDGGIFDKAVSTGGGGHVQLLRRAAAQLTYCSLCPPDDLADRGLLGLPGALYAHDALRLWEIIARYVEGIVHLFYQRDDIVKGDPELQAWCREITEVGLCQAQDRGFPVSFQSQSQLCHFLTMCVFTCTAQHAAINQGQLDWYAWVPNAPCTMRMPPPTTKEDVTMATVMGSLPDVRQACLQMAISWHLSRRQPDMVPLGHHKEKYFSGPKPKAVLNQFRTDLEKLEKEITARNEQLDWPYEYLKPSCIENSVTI
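Purified human 12hLO (150 nM final) in 25 mM Hepes, 0.01% Triton X-100, pH 7.0 was preincubated 15 min at room temperature with compound. Then 40 uM arachidonic acid was added, 30 min. Hydroperoxide was read by Fe-XO absorbance ratio 573/405 nm.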
The depositor's hits bear a star; ? = inconclusive; [ ] = remark or other dose. % is set by controls: 0 for no effect and ±100 for the full control effect; potency is the fitted concentration of half-maximal effect. A portion of the library. The share of hits here may be higher or lower than overall.

Compound	ALOX12 inh
COC(=O)C1CN(C2CCCC2)CCS(=O)(=O)N1Cc1cn(Cc2ccc(C)cc2)nn1 (configuration not stated)	-7%
N#Cc1nc(/C=C/c2cccs2)oc1NC1CC1	25µM*
CCOc1ccc(CCNC(=O)c2noc(C)c2Cn2nc(C)cc2C)cc1	3%
CCCNC(=O)NNC(=O)C(CC)c1ccccc1 (configuration not stated)	24%
Cc1ccccc1Cn1ccc(NC(=O)C2=CC(c3ccc(F)cc3)=NS(=O)(=O)N2C)n1	-34%
COC(=O)[C@]12C[C@H](CC(=O)N3CCOCC3)C(=O)N(Cc3ccco3)C1=C[C@H](C(C)C)O[C@@H]2C1CC1	5%
CN(Cc1ccccc1C(F)(F)F)S(=O)(=O)c1cccc(C(F)(F)F)c1	8%
O=C(O)c1cccc(S(=O)(=O)Nc2ccc(Cl)c3cccnc23)c1	8%
O=C(O)C[C@@H]1CCN(C(=O)C2CCCCC2)C[C@@H]1CCN1CCN(c2ccccn2)CC1	0%
CC(C)NC(=O)NC(=O)COC(=O)C1COc2ccccc2O1 (configuration not stated)	?
COc1ccccc1CC(=O)NCc1nnc2ccc(C(F)(F)F)cn12	-1%
COc1ccccc1CN1CC(c2noc(-c3sccc3C)n2)CC1=O (configuration not stated)	-21%
CN1CCN(Cc2cc(=O)oc3cc(O)c(Cl)cc23)CC1	?
COCCNc1nc(-c2ccsc2)nc2ccccc12	10%
Cc1nn(CC(=O)N2CCN(c3ccc(Cl)cc3)CC2)c(=O)c2nc(C(C)C)sc12	-2%
CC(=O)O[C@@H]1CC2C(C)(C)C(=O)C=C[C@]2(C)C2CC[C@]3(C)C(=CC[C@H]3C3CO[C@@H](C(C)(C)O)[C@H](O)C3)[C@@]21C (some centres not stated)	8%
CC(NC(=O)c1ccsc1)C1CCCO1 (configuration not stated)	-18%
CCN1C(=O)C2(CCN(S(=O)(=O)c3cc(F)ccc3OC)CC2)c2ccccc21	?
Cc1ccc(C(CNC(=O)c2ccco2)N2CCC(C)CC2)o1 (configuration not stated)	23%
COC[C@H]1CCCN1c1ccc2c(c1)O[C@@H](COCc1ccccc1)CN([C@H](C)c1ccccc1)S2(=O)=O	2%
CSc1ccc(C(=O)N2CCC(n3nccc3NC(=O)CC(C)C)CC2)cc1	1%
O=C1c2ccccc2NC(c2csc(-c3cccc(Br)c3)n2)N1C1CC1 (configuration not stated)	10%
CN1CCN(C2CCOC3(CCN(C(=O)c4cccc5[nH]ccc45)CC3)C2)CC1 (configuration not stated)	40%
CCc1nc(C)c(C(=O)N2C[C@@H](CN3CCOCC3)[C@@H](CO)C2)o1	90%[activator]
CCn1c(-c2cccc(OC)c2)nc2cc(NC(C)=O)cc(C(=O)N3CCCC(C(C)=O)C3)c21 (configuration not stated)	3%
CCCC(=O)n1nc(NCc2ccc(OCC)cc2)nc1NCc1ccc(OCC)cc1	?
O=C(NC1CCCCC1)O[C@@H]1CO[C@H]2[C@@H]1OC[C@@H]2NS(=O)(=O)c1ccc(Cl)cc1	?
C=C(Br)COc1ccccc1C(N)=O	-8%
COC1CCOC2(CCN(C(=O)c3ccoc3)CC2)C1 (configuration not stated)	50%[activator]
O=C(NC1CCN(c2cc(-c3cccs3)[nH]n2)CC1)c1ccccc1Cl	53%[activator]
COc1ccc2nc(SCC(=O)c3cc(C)n(C)c3C)[nH]c2c1	27%
C[C@@H]1CN(C(=O)c2cc(F)cc(C#N)c2)CC[C@@]1(O)C1CCOCC1	9%
CCCCc1ccc(C(=O)Cn2cnc3c2c(=O)n(C)c(=O)n3C)cc1	1%
CC(=O)Nc1ccc(CN2CC(Oc3ccc(F)cc3F)C2)cc1	6%[6.33 µM]
Cc1nc(-c2c3n(c(=O)n(Cc4cccc(Br)c4)c2=O)CCCCC3)no1	3%
C[C@H]1[C@@H]2[C@@H](O)C([C@H](C)C(=O)N(C)Cc3ccccc3)CC[C@@]2(C)CC[C@@H]1NC(=O)Cc1ccccc1 (some centres not stated)	?
O=Cc1c(-c2ccccc2)[nH]c2ccccc12	-7%
Cc1ccc(-c2nc(-c3nc(-c4ccc(C)cc4C)cs3)sc2C)cc1	?
O=C(c1ccccn1)N1CCC(N2Cc3ccccc3C2=O)CC1	?
CCC[C@H](/C=C/C(=O)OC(C)(C)C)NC(=O)C(F)(F)F	-1%
CNC(=O)C1(N2CCC[C@H]2C(=O)N2CCCCC2)COC1	8%[176 µM]
O=C1CC[C@@H](S(=O)(=O)c2ccccc2)[C@H](c2ccccc2)N1Cc1ccccc1	-2%
COc1ccc(Nc2nc3ccccc3nc2NS(=O)(=O)c2ccccc2)c(OC)c1	4%
COc1ccc(-c2nn(C)c(=O)c3ccccc23)cc1NC(=O)c1ccccc1	-2%
Cc1nc(-c2ccccc2)sc1C(C)N (configuration not stated)	-9%
Cc1ccccc1CNC(=O)C1CCCN(C(=O)c2ccccc2)CCC(=O)NCC1 (configuration not stated)	19%
C[C@H](O)c1onc(-c2ccccc2)c1C(=O)NC1CCC1	?
Cc1cc(OC2CN(Cc3ccsc3)C2)ccc1F	28%[176 µM]
O=C(CN1CCOCC1)N1CCC(c2nc(CCOCC3CCCC3)no2)C1 (configuration not stated)	32%[activator]
O=C(CN1CCCC1)NC1CCCCC1	1%
COc1ccc(C2SCCN2S(=O)(=O)c2ccc(C)cc2)cc1OC (configuration not stated)	-15%
Cc1ccc(-c2ccc(=O)n(Cc3ccc(Cl)cc3)n2)cc1S(=O)(=O)N1CCCC1	?
O=C1CC2(CCN(CC3CCCCC3)CC2)Oc2ccccc21	61%[activator][176 µM]
CN(C)c1cccc(-c2cc3c(cn2)CN(Cc2ccncc2)CCN3)c1	-10%[176 µM]
O=C(NCc1cccs1)C(c1ccccc1)c1ccccc1	?
O=C(O)CSCC(=O)c1c[nH]c2ccccc12	?
CN1CCN(c2ncncc2-c2cccnc2)CC1	-32%
CCCCn1nc(C(=O)N2CCC(n3c(=O)[nH]c4ccccc43)CC2)c2ccccc2c1=O	-42%
CN1c2cc(C(=O)Nc3ccc(OC(F)(F)F)cc3)ccc2C(=O)N2CCCCC21 (configuration not stated)	28%
Cc1ccc(NC(=O)CCc2c(C)[nH]n(-c3ccc(F)cc3)c2=O)cc1F	?

Entries above that have a thiophene ring, fused or not, in the order listed:
Compound	ALOX12 inh
N#Cc1nc(/C=C/c2cccs2)oc1NC1CC1	25µM*
COc1ccccc1CN1CC(c2noc(-c3sccc3C)n2)CC1=O (configuration not stated)	-21%
COCCNc1nc(-c2ccsc2)nc2ccccc12	10%
CC(NC(=O)c1ccsc1)C1CCCO1 (configuration not stated)	-18%
O=C(NC1CCN(c2cc(-c3cccs3)[nH]n2)CC1)c1ccccc1Cl	53%[activator]
Cc1cc(OC2CN(Cc3ccsc3)C2)ccc1F	28%[176 µM]
O=C(NCc1cccs1)C(c1ccccc1)c1ccccc1	?

Next entries.
Compound	ALOX12 inh
CCN(CC)S(=O)(=O)c1ccc(N(C)C)c(NS(=O)(=O)c2ccccc2C(F)(F)F)c1	?
CN(C)CCCCC#N	21%
COc1ccc(-c2cc(N3CCCC(NC(=O)Cc4cccs4)C3)n[nH]2)cc1 (configuration not stated)	8%
CNC(=O)/C(=C/c1cc2ccc(OC)cc2nc1Cl)NC(=O)c1ccccc1	?
COCC(=O)N1CCN(c2oc(-c3ccc(C)cc3)nc2S(=O)(=O)c2ccccc2)CC1	-72%
C[C@@]12CO[C@@H](CNC(=O)C3CCCC3)O[C@@H]1CC[C@]1(C)[C@@H]2CC[C@@H](O)[C@H]1CC(=O)NCc1ccc(F)cc1	5%
CCCCOCCCNC(=O)C[C@H]1C[C@@]2(C(=O)OC)C(=C[C@H](COCc3ccccc3)O[C@@H]2C)N(CCC2=CCCCC2)C1=O	-21%
COCC1CN(C(C)=O)CC12CCN(Cc1ccc(F)c(F)c1)CC2 (configuration not stated)	44%[activator]
Cc1ccccc1CNC(=O)CCC[C@@H]1[C@H]2CCCN3CCC[C@@H](CN1Cc1cccnc1)[C@@H]23	16%
CC(=O)C1=C(O)C(=O)NC1c1ccccc1F (configuration not stated)	?
CCOc1ccccc1CNC(=O)C(CC)n1nc(CC)n2c(cc3oc(C)cc32)c1=O (configuration not stated)	-25%
O=C(NC1CCN(c2cc(-c3cccs3)[nH]n2)CC1)c1cc(F)ccc1Cl	12%
CC1(C)[C@H](Cc2cc(CC3CCCCC3)on2)C[C@@H]1NS(C)(=O)=O	?
COc1ccc(OC)c(CNC(=O)CCC2CCN(S(=O)(=O)c3ccccc3)CC2)c1	5%
COc1ccc(NS(=O)(=O)c2ccc(-c3cc(C(F)(F)F)on3)s2)cc1	-24%

Some of the entries so far, as labelled records:
> C[C@@]12CO[C@@H](CNC(=O)C3CCCC3)O[C@@H]1CC[C@]1(C)[C@@H]2CC[C@@H](O)[C@H]1CC(=O)NCc1ccc(F)cc1
  ALOX12 inh: 5%
> COc1ccc(NS(=O)(=O)c2ccc(-c3cc(C(F)(F)F)on3)s2)cc1
  ALOX12 inh: -24%
> CNC(=O)/C(=C/c1cc2ccc(OC)cc2nc1Cl)NC(=O)c1ccccc1
  ALOX12 inh: ?
> COCC1CN(C(C)=O)CC12CCN(Cc1ccc(F)c(F)c1)CC2 (configuration not stated)
  ALOX12 inh: 44%[activator]

Later entries
Compound	ALOX12 inh
O=C(CCn1ccc2ccccc21)N1CCN(S(=O)(=O)c2ccccc2)CC1	13%
CN(Cc1ccco1)c1cc(-c2ccccc2C(F)(F)F)ncn1	-17%
COc1nc2ccccc2nc1N1CCC(C(=O)Nc2ccc(F)cc2)CC1	-10%
Cc1ccc(CNC(=O)c2sc(C(C)C)nc2C)cc1	-20%
Cc1ccc(C(=O)N2CCN(Cc3ccc(=O)n(C)c3)CC2)cc1F	37%[activator]
c1ccc(-c2nc(N3CCCC3)c3ccccc3n2)nc1	1%
CC(NC(=O)c1cccc(F)c1)C12CC3CC(CC(C3)C1)C2 (configuration not stated)	?
CC(O)c1cccc(Oc2ncnc3sc(-c4ccccc4)cc23)c1 (configuration not stated)	66%[activator]
COc1cc2c(cc1OC)C1CCC3=C([C@H](C)OC3=O)N1CC2 (some centres not stated)	296%[activator]
O=C(c1cnccn1)N1CC2CC(C1)[C@H]1CCCC(=O)N1C2 (some centres not stated)	-8%
Cn1c(=O)c2c(nc(Cl)n2Cc2ccc(C#N)cc2)n(C)c1=O	23%
Cc1cccc(NC(=O)c2nc3ccccc3nc2Cl)c1C	-6%
CCOc1ccccc1N1CCN(C(=O)CCn2ccn3nc4c(c3c2=O)CCCC4)CC1	25%
CC(C)[C@H](NC(=O)OC(C)(C)C)c1cc(C(=O)N2CCOCC2)c(N)s1	-14%
C[C@H]([C@@H](O)[C@@H](O)[C@@H](C)C(C)(C)C)[C@H]1CC[C@H]2C3CC[C@H]4C[C@H](OS(=O)(=O)O)[C@@H](OS(=O)(=O)O)C[C@]4(C)[C@H]3CC[C@]12C (some centres not stated)	?
Cc1ccc(CNC(=O)CC2CCCN(c3cnn(C)c(=O)c3)C2)cc1C (configuration not stated)	-1%
COc1cc(NC(=O)CC2SCCNC2=O)cc(OC)c1OC (configuration not stated)	-1%
Cc1ccc(-n2nc(C)c([C@@H]3C=C[C@@H](NC(=O)NC4CCCCC4)C3)c2C)cc1Cl	-18%[176 µM]
C=CCN1C(=O)c2[nH]nc(-c3ccccc3)c2C1c1ccc(C)cc1 (configuration not stated)	-7%
N#Cc1ccccc1CN1CCSc2ccccc21	?
Cc1ccc(-c2cc3ccccc3[nH]2)cc1	?
CCCCN1CC(COCc2ccccc2)Oc2cccc(Oc3ccc(SC)c(C)c3)c2S1(=O)=O (configuration not stated)	?
Cn1c2c(c3ccccc31)CN(C(=O)Nc1ccccc1)CC2	87%[activator]
CCCC1CCC(c2ccc(C(=O)Oc3ccc(C)nc3)cc2)CC1 (configuration not stated)	4%
COC(=O)[C@]12CCCCC=C1N(Cc1cccc3ccccc13)C(=O)[C@H](CC(=O)N1CCCC1)C2	?
Cc1nc2cc(NC(=O)c3ccccc3Cl)ccc2o1	-1%
COCCOc1ccc2c(n1)CCN(C(=O)c1cc(OC)cc(OC)c1)C2	9%
Cc1ccc(-c2cc3c(=O)n(CCNC(=O)C4CCCCC4)ccn3n2)c(C)c1	25%
Cn1cnnc1CC1CCN(C(=O)c2ccccc2F)CC1	27%
CC(C)C[C@@H]1Cc2[nH][nH]c(=O)c2[C@H](CCc2ccccc2)O1	38%[activator]
Cc1[nH]c2ccccc2c1CC(=O)Nc1ccc(Nc2cccnc2)c(Br)c1	-28%
CC(C)(CNC(=O)CSc1nnnn1-c1ccccc1)N1CCOCC1	-28%
CCCCc1cc(C[C@H]2CNCC[C@H]2CC(=O)N2CCCCC2)no1	11%[176 µM]
COc1cccc(C(=O)Nc2ccc3oc(-c4ccc(F)cc4)cc(=O)c3c2)c1	-55%
COc1ccc(CN2CC(CN[S+](=O)([O-])c3ccccc3)C3(C2)CN(c2ccccc2)C3)cc1O (configuration not stated)	?
COc1ccc(CN2C[C@@H](CO)[C@H](c3nc(C)no3)C2)c(OC)c1	31%
CCN(Cc1nc(-c2ccc(OC)c(OC)c2)no1)C(=O)Nc1cccc2ccccc12	7%
COC(=O)C(N)(c1ccccc1)C(Nc1cccc(OC)c1)c1ccccc1 (configuration not stated)	?

Source: PubChem
